ST2 inh – inhibitors of human ST2 (IL1RL1) binding to IL-33 | 2.3% of 78,000 active | AlphaLISA ST2-Fc/biotin-IL-33 interaction, 1 h | AID 1259354 | inhibition, % for hits at 17 µM; in the data active = inhibition above about 30%; inconclusive = mostly about 10% to 28%
Target sequence (Q01638 whole entry, looked up): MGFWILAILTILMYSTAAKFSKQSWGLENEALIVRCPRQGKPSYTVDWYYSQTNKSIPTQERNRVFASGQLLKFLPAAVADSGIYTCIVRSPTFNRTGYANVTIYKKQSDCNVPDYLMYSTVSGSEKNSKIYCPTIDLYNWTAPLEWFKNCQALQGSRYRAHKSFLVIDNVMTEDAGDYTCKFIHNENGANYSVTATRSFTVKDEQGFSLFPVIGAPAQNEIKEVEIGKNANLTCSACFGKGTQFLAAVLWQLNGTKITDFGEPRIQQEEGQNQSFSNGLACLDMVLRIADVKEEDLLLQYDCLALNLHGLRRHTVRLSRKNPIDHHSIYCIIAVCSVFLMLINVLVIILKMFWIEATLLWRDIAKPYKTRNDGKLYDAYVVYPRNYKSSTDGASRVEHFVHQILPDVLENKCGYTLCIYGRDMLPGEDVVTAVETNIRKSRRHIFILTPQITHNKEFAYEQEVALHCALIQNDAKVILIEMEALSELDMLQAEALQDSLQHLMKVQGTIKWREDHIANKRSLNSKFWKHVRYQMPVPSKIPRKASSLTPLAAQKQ
Starred values were filed as active, the others as inactive. Not all compounds are listed. The share of hits here may be higher or lower than overall.

For COc1ccc2nc(NC(=O)/C=C/c3ccc([N+](=O)[O-])cc3)sc2c1 the results were ST2 inh 31.0%*.
Cc1cnc(NC(C)CCN2CCOCC2)nc1N(C)C (stereo not given) was read as ST2 inh inactive.
For O=C(O)CCCC(=O)Nc1ccc(Cl)cc1 the results were ST2 inh inactive.
Cc1nc2c(c(=O)n1C)CCN(Cc1nc(C(C)C)cs1)CC2 was read as ST2 inh inactive.
Screening N#Cc1cccc(NC(=O)N[C@H]2[C@H](O)[C@@H](Sc3ccccc3)[C@@H]3OC[C@H]2O3)c1 returned ST2 inh inconclusive.
Screening CN1CCC2(CC1)CN(C(=O)c1n[nH]c3ccccc13)CCCN2C returned ST2 inh inactive.
For O=C(Nc1ccc(F)cc1)c1cccc(C(=O)Nc2ccc(F)cc2)c1 the results were ST2 inh inactive.
Screening CC(C)Oc1ccc(C(=O)N2CCC(C(Cc3ccc(F)cc3F)N(C)C(=O)C3CC3)CC2)cc1 (stereo not given) returned ST2 inh inactive.
Screening CC(C)NC(=O)C[C@@H]1O[C@H](CNS(C)(=O)=O)[C@@H](O)[C@H]1O returned ST2 inh inconclusive.
For C/C=C(/C)C(=O)OC1c2c(ccc3ccc(=O)oc23)OC(C)(C)C1O (stereo not given) the results were ST2 inh inconclusive.
`O=C1C=C(c2cccs2)C[C@H](c2ccccc2)[C@H]1n1nnc([N+](=O)[O-])n1` gave ST2 inh 41.0%*.
`N#Cc1ccc(CNC(=O)[C@@H]2Cc3nc[nH]c3CN2CC2CCCCC2)cc1` gave ST2 inh inconclusive.

Reprinted at random: 6 entries already listed
Screening CC(C)NC(=O)C[C@@H]1O[C@H](CNS(C)(=O)=O)[C@@H](O)[C@H]1O returned ST2 inh inconclusive.
Cc1cnc(NC(C)CCN2CCOCC2)nc1N(C)C (stereo not given) was read as ST2 inh inactive.
`O=C1C=C(c2cccs2)C[C@H](c2ccccc2)[C@H]1n1nnc([N+](=O)[O-])n1` gave ST2 inh 41.0%*.
For O=C(Nc1ccc(F)cc1)c1cccc(C(=O)Nc2ccc(F)cc2)c1 the results were ST2 inh inactive.
For COc1ccc2nc(NC(=O)/C=C/c3ccc([N+](=O)[O-])cc3)sc2c1 the results were ST2 inh 31.0%*.
For C/C=C(/C)C(=O)OC1c2c(ccc3ccc(=O)oc23)OC(C)(C)C1O (stereo not given) the results were ST2 inh inconclusive.

The listing picks up, repeating the 3 entries before the break.
For C/C=C(/C)C(=O)OC1c2c(ccc3ccc(=O)oc23)OC(C)(C)C1O (stereo not given) the results were ST2 inh inconclusive.
`O=C1C=C(c2cccs2)C[C@H](c2ccccc2)[C@H]1n1nnc([N+](=O)[O-])n1` gave ST2 inh 41.0%*.
`N#Cc1ccc(CNC(=O)[C@@H]2Cc3nc[nH]c3CN2CC2CCCCC2)cc1` gave ST2 inh inconclusive.
COc1nc(-c2ccc(Cl)cc2)nc2ccccc12 was read as ST2 inh inactive.
`O=C(NCCCCCCNC(=O)NCc1ccc2c(c1)OCO2)NCc1ccc2c(c1)OCO2` gave ST2 inh inactive.
Cn1cc([N+](=O)[O-])c(C(=O)Nc2ccc(Cl)cc2)n1 was read as ST2 inh inactive.
For O=C(CSCc1ccccc1Cl)Nc1cccc([N+](=O)[O-])c1 the results were ST2 inh inconclusive.
For CC1(C)CC(=O)c2sc(NC(=O)c3cccc(C(F)(F)F)c3)nc2C1 the results were ST2 inh inconclusive.
Screening c1cnc2c(-c3ccc4c(c3)OCO4)cccc2c1 returned ST2 inh inconclusive.
CCCOc1ccc(S(=O)(=O)NC2CCCCC2)cc1 was read as ST2 inh inactive.
`COc1ccc(N(CC(=O)Nc2ccc(OC)c(OC)c2)S(C)(=O)=O)cc1Cl` gave ST2 inh inconclusive.
COc1ccc(C(=O)Nc2cccc(-c3nc4ncccc4o3)c2C)cc1Cl was read as ST2 inh inactive.
Screening NC(=O)CSc1nc2c(sc3ccccc32)c(=O)n1CCO returned ST2 inh inactive.
`O=C1CC(c2ccccc2)CC2=C1C(c1ccc(Cl)s1)Nc1ccccc1N2` (stereo not given) gave ST2 inh inactive.
O=C1Cc2ccccc2C(c2ccccc2Cl)N1 (stereo not given) was read as ST2 inh inactive.
`Cc1ccc(N2C(=O)c3ccc(N)cc3C2=O)cc1C` gave ST2 inh inactive.
Fc1ccccc1OCCCCN1CCCCC1 was read as ST2 inh inactive.
`CCC(CC)C(=O)N1CCC2(CC1)CN(CCc1ccccc1)CCN2C` gave ST2 inh inconclusive.
For CN1CCN(C(=O)/C(=C\c2cccnc2)NC(=O)c2ccco2)CC1 the results were ST2 inh inactive.
`O=C(NCc1ccc2c(c1)OCO2)c1ccc(CS(=O)(=O)c2ccc(Br)cc2)o1` gave ST2 inh inactive.
O=C(NC1CCCCC1)c1noc2c1CCCC2 was read as ST2 inh inactive.
For CCOc1ncccc1Cn1ccnc1-c1nc2ccccc2n1C the results were ST2 inh inactive.
O=S(=O)(NC1CCCCCCC1)c1ccc(F)cc1 was read as ST2 inh inactive.
For CCc1nccn1CCC(=O)N1CCC2(CCCN(CC3CCC3)C2=O)C1 (stereo not given) the results were ST2 inh inactive.
For N#Cc1ccccc1Cn1c(=O)n(-c2cc(F)ccc2F)c(=O)c2sccc21 the results were ST2 inh inactive.
`CCCS(=O)(=O)N1CCCC(C(=O)NC(C)c2ccc3c(c2)OCCO3)C1` (stereo not given) gave ST2 inh inactive.
O=c1c2ccccc2c(-c2cccs2)nn1CCc1ccccc1 was read as ST2 inh 35.0%*.

Next part, starting with the last five of the part before.
O=S(=O)(NC1CCCCCCC1)c1ccc(F)cc1 was read as ST2 inh inactive.
For CCc1nccn1CCC(=O)N1CCC2(CCCN(CC3CCC3)C2=O)C1 (stereo not given) the results were ST2 inh inactive.
For N#Cc1ccccc1Cn1c(=O)n(-c2cc(F)ccc2F)c(=O)c2sccc21 the results were ST2 inh inactive.
`CCCS(=O)(=O)N1CCCC(C(=O)NC(C)c2ccc3c(c2)OCCO3)C1` (stereo not given) gave ST2 inh inactive.
O=c1c2ccccc2c(-c2cccs2)nn1CCc1ccccc1 was read as ST2 inh 35.0%*.
For Cc1ccsc1CN1CCN(c2ccccc2Cl)CC1 the results were ST2 inh inconclusive.
CCCN(C)Cc1c(C(=O)N2CCN(C3CCCCC3)CC2)nc2ccccn12 was read as ST2 inh inactive.
`COc1ccc(NC(=O)C2CC(=O)N(c3ccccc3Cl)C2)cc1` (stereo not given) gave ST2 inh inactive.
For O=C(c1cccs1)N1N=C(c2cccs2)CC1c1ccc(F)cc1 (stereo not given) the results were ST2 inh inconclusive.
Screening COc1ccccc1CN(Cc1cccc(C)c1)C(=O)c1ccc(=O)n(C)c1 returned ST2 inh inactive.
Screening COc1cc(OC)cc(C(=O)Nc2cccc(-c3nc4ncccc4o3)c2)c1 returned ST2 inh inactive.
`COC(=O)CSc1nc2c(c(=O)[nH]c(=O)n2C)n1C` gave ST2 inh inactive.
CCN(CC)S(=O)(=O)c1ccc(C(=O)N2CCCC2)cc1 was read as ST2 inh inactive.
Screening CCCC(=O)N(c1ccc2oc(=O)sc2c1)S(=O)(=O)c1ccccc1 returned ST2 inh inactive.
CC(C)(C)n1nc2c(c1NC(=O)COc1ccc(Cl)cc1Cl)CSC2 was read as ST2 inh inconclusive.
CC(O)C(NC=C1C(=O)OC(C)(C)OC1=O)C(=O)O (stereo not given) was read as ST2 inh inconclusive.
COCc1cc(C)nc(Nc2ccccc2C)c1C#N was read as ST2 inh inactive.
`CC(=O)N(c1ccc2oc(=O)sc2c1)S(=O)(=O)c1ccc(Cl)cc1` gave ST2 inh inactive.
`CN(C)CC1(O)CCN(C(=O)Cn2c(C3CC3)nc3ccccc32)C1` (stereo not given) gave ST2 inh inactive.
For CCOc1ccccc1CN(CCc1ccc2c(c1)OCO2)Cc1cccnc1 the results were ST2 inh inactive.
c1cc(CN2CCCCCCC2)cs1 was read as ST2 inh inactive.
COC(=O)c1ccccc1NS(=O)(=O)c1cccc2cccnc12 was read as ST2 inh inactive.
`CCOC(=O)C1=C(C)NC2=C(C(=O)CCC2)C1c1cc(Br)c(O)c(OCC)c1` (stereo not given) gave ST2 inh inactive.
COc1cc(-c2cc(Cl)c3c(c2)CC(CN)O3)nc(N)n1 (stereo not given) was read as ST2 inh inactive.
For Cc1nc2c(ccc3nc(NC(=O)c4cccc(F)c4)sc32)s1 the results were ST2 inh inactive.
Screening Cc1cc(C)c2ccc(NN)nc2c1O returned ST2 inh 34.0%*.
CN1CC2(CCN(C(=O)C3c4ccccc4-c4ccccc43)C2)OC1=O (stereo not given) was read as ST2 inh inactive.
`Cn1ccc(NC(=O)CN2CCOC(Cc3cccc4ccccc34)C2)n1` (stereo not given) gave ST2 inh inactive.
`O=C1C2CCCN2C(c2ccc(Cl)cc2)N1c1nccs1` (stereo not given) gave ST2 inh inconclusive.
Screening CN1CC2(CCN(C(=O)c3csc(-c4cccnc4)n3)C2)OC1=O (stereo not given) returned ST2 inh inactive.
For CCC(C)NC(=O)c1nn2c(c1Cl)NC(c1ccc(Cl)cc1)CC2C(F)(F)F (stereo not given) the results were ST2 inh inactive.
CC(C)CCCC(O)C1CC(CO)OC1=O (stereo not given) was read as ST2 inh inactive.
For COCCc1nc2ccc(C(=O)NCc3cc4cc(OC)ccc4[nH]3)cc2o1 the results were ST2 inh inactive.
CC(=O)c1ccc(-n2nncc2-c2ccc([N+](=O)[O-])cc2)cc1 was read as ST2 inh inconclusive.
Screening C=CCNC(=O)N[C@H]1[C@H](O)[C@@H](N(CC)CC)[C@@H]2OC[C@H]1O2 returned ST2 inh inactive.
For CCOC(=O)c1c(C)oc2cc(Br)c(OC(=O)C(C)C)cc12 the results were ST2 inh inactive.
For Cc1ccccc1Cn1c(=N)n(CC(=O)O)c2ccccc21 the results were ST2 inh inconclusive.
Screening O=C(NCc1ccccc1)C1C2C=CC3(CN(Cc4ccccc4Cl)C(=O)C13)O2 (stereo not given) returned ST2 inh inactive.
Screening O=C(NCC1CCC2(CCN(Cc3cccnc3)CC2)O1)c1ccc(-c2ccc(F)cc2)cc1 (stereo not given) returned ST2 inh inactive.
CCOC(=O)CN1CCCC1c1ccccn1 (stereo not given) was read as ST2 inh inactive.
For CC(=O)N1[C@@H](c2ccc(Cl)cc2Cl)SC[C@H]1C(=O)O the results were ST2 inh inconclusive.
Screening O=C(CSc1nc(-c2ccc3c(c2)OCO3)nc2cc(=O)[nH]n12)Nc1ccc2c(c1)OCO2 returned ST2 inh inactive.
`COc1ccc(CCNC(=O)c2c(F)c(F)c(F)c(F)c2F)cc1OC` gave ST2 inh inactive.
`CC(NC(=O)c1cccs1)C(c1cccs1)N1CCOCC1` (stereo not given) gave ST2 inh inactive.
`O=C(O)c1cc(-c2ccc(Br)cc2)nc2ccc(Cl)cc12` gave ST2 inh inactive.
For COc1ccc(C(=O)Nc2sc3c(c2-c2nc4ccccc4s2)CCN(C)C3)cc1OC the results were ST2 inh inconclusive.
For CN1CCN(C(=O)c2ccnc(N3CC(c4ccccn4)C3)c2)CC1 the results were ST2 inh inactive.
Screening N/C(=N/OC(=O)N1c2ccccc2Sc2ccccc21)c1cccnc1 returned ST2 inh inconclusive.
O=C(Nc1ccc(F)cc1F)N1CC(c2ccncc2)C1 was read as ST2 inh inactive.
For Cc1ccc(S(=O)(=O)NC2=NCN(c3ccc(Cl)cc3)CN2)cc1 the results were ST2 inh inactive.
N#CSC(CS(=O)(=O)c1cccc([N+](=O)[O-])c1)c1ccccc1 (stereo not given) was read as ST2 inh inconclusive.
For N#CC1=C(N)N(c2cccc(Br)c2)C2=C(C(=O)CCC2)C1c1cccs1 (stereo not given) the results were ST2 inh inconclusive.
`O=C(Nn1cnnc1)c1ccc(Br)o1` gave ST2 inh inactive.
Screening N#CC1=C(N)Oc2n[nH]c(-c3ccc4c(c3)OCO4)c2C1c1ccccc1Br (stereo not given) returned ST2 inh inactive.
Screening Cc1ccc(OCCCCc2c(C)n[nH]c2C)cc1 returned ST2 inh inactive.
For CC1=C(C(=O)Nc2ccc(C)cn2)C(c2cccc(Cl)c2Cl)C2=C(CC(C)(C)CC2=O)N1 (stereo not given) the results were ST2 inh inactive.
CNC(=O)[C@@H]1C[C@H](N)CN1C(=O)CCn1nc(C)c(C)c1C was read as ST2 inh inconclusive.
For FC(F)(F)c1cc(-c2ccco2)nc(-n2cccn2)n1 the results were ST2 inh inactive.
`COc1cc2c(cc1OC)C(C(=O)N1CCC(C(N)=O)CC1)C(c1cccs1)N(C)C2=O` (stereo not given) gave ST2 inh inactive.
O=C1c2ccccc2C(=O)C1c1ccncc1 was read as ST2 inh 99.0%*.
Screening COC(=O)C1=C(NC(=O)c2ccc(Cc3ccccc3)cc2)CCS1 returned ST2 inh 31.0%*.
COc1ccc(C2C(C(=O)N(C)c3cc(Cl)ccc3C)CC(=O)N2c2ccc(OC)cc2)cc1 (stereo not given) was read as ST2 inh inconclusive.
`COc1cc(NC(=S)N[C@H]2CO[C@H]3[C@@H]2OC[C@H]3OC(=O)Nc2ccc(C(C)=O)cc2)cc(OC)c1` gave ST2 inh inactive.
COc1ccc(N(C(=O)c2ccccc2OC)C2C=CS(=O)(=O)C2)c(OC)c1 (stereo not given) was read as ST2 inh inactive.
Fc1ccccc1CN1CCN(Cc2ccccn2)CC1 was read as ST2 inh inactive.
COc1ncc(-c2cc(Cl)c3c(c2)CC(CN)O3)c(OC)n1 (stereo not given) was read as ST2 inh inactive.
Screening CCc1ccc(S(=O)(=O)N(C(C)=O)c2ccc3oc4c(c3c2)CCCC4)cc1 returned ST2 inh inconclusive.
For CCC1CCCCN1S(=O)(=O)c1ccc2oc(C(=O)O)c(C)c2c1 (stereo not given) the results were ST2 inh inactive.
